Assay outcomes: PubChem BioAssay, The Scripps Research Institute Molecular Screening Center
UHRF1 MBD2 ctr: human UHRF1 methylated DNA binding inhibitors; Q96T88; UHRF1 binding to methylated oligo, TR-FRET; inhibition, % at 4.4 µM; 370,000 compounds, 0.75% hits; AID 687016; in the data active = inhibition above about 21%;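 also: UHRF1 SRA domain binding a hemimethylated CpG hairpin DNA probe; 0% = median of test compound wells and 100% = reference inhibitor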
Target sequence (Q96T88 whole entry, looked up, the tested form may be a part): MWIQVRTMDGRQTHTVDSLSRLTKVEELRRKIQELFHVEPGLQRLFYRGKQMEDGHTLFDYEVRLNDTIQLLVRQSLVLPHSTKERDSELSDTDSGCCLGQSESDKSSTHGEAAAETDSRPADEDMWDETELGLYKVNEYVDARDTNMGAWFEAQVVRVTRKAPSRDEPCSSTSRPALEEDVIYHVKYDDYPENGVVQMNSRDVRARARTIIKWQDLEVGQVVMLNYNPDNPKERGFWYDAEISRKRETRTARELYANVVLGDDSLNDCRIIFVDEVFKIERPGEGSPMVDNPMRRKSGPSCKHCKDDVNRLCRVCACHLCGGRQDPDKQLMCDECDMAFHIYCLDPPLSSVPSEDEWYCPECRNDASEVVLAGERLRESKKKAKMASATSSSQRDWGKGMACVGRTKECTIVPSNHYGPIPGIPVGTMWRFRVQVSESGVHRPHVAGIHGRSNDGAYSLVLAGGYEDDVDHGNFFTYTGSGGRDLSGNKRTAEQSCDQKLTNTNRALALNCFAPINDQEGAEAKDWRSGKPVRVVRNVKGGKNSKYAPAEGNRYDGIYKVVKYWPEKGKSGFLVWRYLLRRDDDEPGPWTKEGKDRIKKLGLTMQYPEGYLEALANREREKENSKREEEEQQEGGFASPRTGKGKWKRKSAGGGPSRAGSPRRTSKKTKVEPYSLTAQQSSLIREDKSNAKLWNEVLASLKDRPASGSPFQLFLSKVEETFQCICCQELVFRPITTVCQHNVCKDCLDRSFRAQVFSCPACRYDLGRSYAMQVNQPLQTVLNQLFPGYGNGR
PRMT1 FP inh: PRMT1 (human) inhibition, primary screen; Q99873; 370,000 compounds, 1.3% hits; recombinant PRMT1, activity-based probe fluorescence polarization; AID 652257; inhibition, % at 2.79 µM;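 active = inhibition above about 21% made by adding two undisclosed values, limit read from the data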
TDP2 inh: TDP2 (human) inhibition, absorbance primary screen | O95551 | recombinant TDP2, T5PNP hydrolysis, p-nitrophenol absorbance 415 nm | AID 720702 | inhibition, % at 12.8 µM | 370,000 compounds, 0.34% hits;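 active = inhibition above the mean of all tested compounds plus 3 SD, set per campaign, cut at about 25% in these data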;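 also: 0% = DMSO with enzyme and 100% = buffer with substrate but no TDP2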
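Assay system: recombinant human TDP2 / Reagent: T5PNP substrate at 5 mM, a TopII-DNA adduct mimic / Measured by: epi absorbance from released p-nitrophenol / Evaluation: % inhibition relative to enzyme-containing and enzyme-free wells / Control set: enzyme-free and DMSO wells / Replicates: each compound tested once, singlicate / Schedule: enzyme reaction with compound for 2 h at 37 °C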
LEDGF integ inh: blocks HIV-1 LEDGF/p75-dependent DNA integration. TR-FRET IN-LEDGF/p75 DNA integration, Eu/Cy5. inhibition, % at 3.7 µM. 370,000 compounds, 0.64% hits. AID 743269;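 active = inhibition above the screen-wide mean plus 3 SD, cut at about 13% in these data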;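 also: signal is the Cy5 over europium emission ratio at 671 and 618 nm; 0% = plate median of compound wells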
DDE Tn7 FP inh: inhibitors of Tn7 peptide binding to human fibrin DD(E); P02675; FP displacement of FITC-Tn7 peptide from fibrin DD(E); 0% = median of compound wells per plate; inhibition, % at 8.3 µM; 370,000 compounds, 0.13% hits; AID 720508;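 active = inhibition above the mean of compounds falling within the control limits plus 3 SD of them, cut at about 14% in these data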;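 also: 0% = plate median of compound wells and 100% = 10 µM Aha-Tn7 peptide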
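Also added: labelled Tn7 tracer, 0.1 µM; Assay system: human fibrin DD(E) protein; Amount: 2 µM fibrin DD(E); Schedule: 10 min compound pre-incubation, 3 h probe incubation at room temperature; Repeats: one replicate per compound; Read-out basis: percent inhibition; Measured by: fluorescence polarization of the labelled Tn7 tracer.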
ABHD4 inh: inhibitors of mouse ABHD4. purified mABHD4, FP-Rh probe fluorescence polarization. Q8VD66. 370,000 compounds, 0.54% hits. inhibition, % at 8.92 µM;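 active = inhibition exceeding the mean over every tested compound plus 3 SD, cut at about 30% in these data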;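 also: 0% = plate median of compound wells and 100% = S159A mutant with DMSO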
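Assay system: mouse ABHD4 enzyme, wild type / Also added: fluorescent activity-based probe FP-Rh / Doses: single nominal dose of 8.92 µM, 0.89% DMSO final / Timing: 45 min compound pre-incubation plus 60 min probe step, 25 °C / Signal: FP readout, ex 525 nm / em 598 nm / Control set: S159A mutant/DMSO as 100%, compound-well median as 0%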
HTRA1 inhibitor: HTRA1 (human) protease inhibition; Q92743; recombinant HTRA1, FP-rhodamine activity-based probe, fluorescence polarization; inhibition, % at 5.96 µM; 340,000 compounds, 0.5% hits; in the data active = inhibition above about 36%;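 also: 0% = enzyme with DMSO and 100% = wells lacking enzyme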
SIAE primary: human SIAE inhibition, primary screen; SIAE FP-Rh probe binding, fluorescence polarization; 370,000 compounds, 0.69% hits; inhibition, % at 9.66 µM; Q9HAT2;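 active = inhibition above a cutoff: mean of compounds within the control limits plus 3 SD of those, cut at about 17% in these data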;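 also: 0% = plate median of compound wells and 100% = probe without SIAE protein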
PG9 Ab binder: small molecules binding HIV-1 gp120 antibody PG9; inhibition, % at 6.7 µM; AID 624416; 360,000 compounds, 0.43% hits; TR-FRET gp120-PG9 antibody binding; in the data active = inhibition above about 8.5%
TCR-CD3 inh: blocks the human TCR-CD3 interaction | AID 651800 | 360,000 compounds, 0.37% hits | inhibition, % at 9.4 µM | TAMRA-labeled TCR probe fluorescence, biochemical; in the data active = inhibition above about 19%;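 also: recombinant mutant TCR 2C K166C tagged with TAMRA read by polarization; 0% = receptor in buffer alone and 100% = receptor with positive control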
The depositor's hits bear a star; . = no result given.

UHRF1 MBD2 ctr	PRMT1 FP inh	TDP2 inh	LEDGF integ inh	DDE Tn7 FP inh	ABHD4 inh	HTRA1 inhibitor	SIAE primary	PG9 Ab binder	TCR-CD3 inh	compound
0	1	11	0	0	6	-6	0	0.9	-1	Fc1ccc(Nc2nc(Oc3ccc4c(c3)OCO4)nc(N3CCOCC3)n2)c(F)c1
-2	-2	-1	2	8	4	1	11	-0.4	4	CCC(C)(C(=O)NC1CCCC1)N(C(=O)c1ccccn1)c1ccc(C)cc1 (centres undefined)
11	1	2	-3	0	1	-6	5	0.1	-5	COc1ccc(C)cc1NC(=O)C(OC(=O)Cn1cnc2c1c(=O)n(C)c(=O)n2C)c1ccccc1 (centres undefined)
0	0	7	0	0	10	11	6	-0.8	5	Cc1noc(NS(=O)(=O)c2ccc(N/C=C/C(=O)c3ccncc3)cc2)c1C
-2	0	-9	-1	2	-3	-3	1	1.4	3	Cc1cc2ccccc2c(=O)n1CC(=O)NCC(=O)N1CCN(c2ccccc2)CC1
-3	-2	-9	-15	13	-1	.	4	0.3	2	O=S1(=O)CC(N2CCC(Cc3ccccc3)CC2)CN1Cc1ccc(F)cc1 (centres undefined)
9	-2	-7	0	11	4	-4	2	1.3	5	COCCNc1nc2nonc2nc1N1CCC(N(C)C)C1 (centres undefined)
-4	2	-2	0	8	-6	-24	10	-0.5	5	C=CC[C@@H](Cc1ccc(F)cc1)C(=O)OC[C@H]1CCCN1C(=O)[C@@H](CC=C)CC(=O)N[C@H](CO)Cc1ccccc1
1	-2	-2	4	-8	1	0	-3	-1.1	-3	CCOC(=O)c1ccccc1-c1csc(N)n1
-1	-6	7	4	-3	-7	-5	-2	-0.6	3	O=S(=O)(c1ccc(F)cc1)N1CCC2(CC1)OCCN2S(=O)(=O)c1cccs1
-2	1	-2	1	4	-19	-14	0	-1.7	5	CC(C)C[C@H](NC(=O)c1nc[nH]c1C(=O)N(C)Cc1ccccc1)C(=O)OCc1ccccc1
-1	3	4	-1	-3	6	4	3	-1.8	-5	Cc1ccc2c(cnn2C(=O)CCC(=O)NC2CCCC2)c1
2	1	-12	-6	-4	1	.	1	.	.	CCOc1cc(CCNC(=O)c2cc(-c3ccccc3)c(N3CCOCC3)s2)ccc1OC
0	0	8	-3	-1	1	.	2	.	.	COc1cccc(N2CCN(CC(=O)N(C)Cc3ccc(F)cc3)CC2)c1
3	0	0	-10	3	3	1	9	0.1	-6	CCCCn1c(N)c(N(CC(C)C)C(=O)C2CC(=O)N(Cc3ccco3)C2)c(=O)[nH]c1=O (centres undefined)

The closing two records of the section above come first, to join the parts.
UHRF1 MBD2 ctr	PRMT1 FP inh	TDP2 inh	LEDGF integ inh	DDE Tn7 FP inh	ABHD4 inh	HTRA1 inhibitor	SIAE primary	PG9 Ab binder	TCR-CD3 inh	compound
0	0	8	-3	-1	1	.	2	.	.	COc1cccc(N2CCN(CC(=O)N(C)Cc3ccc(F)cc3)CC2)c1
3	0	0	-10	3	3	1	9	0.1	-6	CCCCn1c(N)c(N(CC(C)C)C(=O)C2CC(=O)N(Cc3ccco3)C2)c(=O)[nH]c1=O (centres undefined)
10	3	-4	-1	4	1	5	1	-0.7	4	O=C1CN(C(=O)COc2ncnc3ccccc23)c2ccccc2N1
4	12	-3	2	-5	-15	-29	-4	0.8	2	Clc1ccc(COn2c(-c3ccc(Cl)cc3Cl)nc3ncccc32)cc1
0	-1	-9	0	-3	1	8	-1	-3.7	0	CC(C)NCC(O)COC1CCC(C(C)(C)C)CC1 (centres undefined)
0	-2	-4	5	-1	3	-5	-3	-0.4	6	COc1ccc(S(=O)(=O)N2CCN(C(=O)C3CCCO3)CC2)cc1 (centres undefined)
-1	-2	-1	-1	3	-76	-51	-42	-0.8	4	COc1ccc(NC(=O)c2cccc(S(=O)(=O)Nc3ccc(Br)cc3)c2)cn1
6	5	-8	-10	3	3	-14	4	-0.7	1	CCOC(=O)Cc1csc(NC(=O)c2cc(=O)c3ccccc3o2)n1
0	-8	4	0	7	11	.	-5	.	.	O=C(NCCN1CCC(Cc2ccccc2)CC1)C1CCCN(S(=O)(=O)c2ccc(Br)s2)C1 (centres undefined)
-3	40*	-5	-2	2	11	-7	-16	0.9	3	c1ccc(-c2cc3c(N4CCCC4)ncnc3s2)cc1
1	3	9	-1	-2	5	3	-2	1.7	0	Cc1occc1-c1nnc(SCC(=O)N2CCc3ccccc32)o1
-3	-2	16	2	4	-5	3	-3	0.0	0	CCN(CC(=O)Nc1ccc(C(=O)Nc2ccc(OC)cc2)cc1)Cc1nc2ccccc2c(=O)[nH]1
-3	6	3	0	7	-65	-28	-8	0.6	5	CCCOc1cccc(-c2cc(-c3n[nH]c(=S)n3CC)c3ccccc3n2)c1
-3	2	6	1	2	-1	-1	3	1.0	-1	Cn1c(=O)[nH]c(=O)c2c1nc(Br)n2CCSc1nc2ccccc2o1
0	0	-10	-3	9	8	39*	-10	0.5	-4	Nc1nc(-c2ccccn2)nc(N)c1Cc1ccc(Cl)cc1Cl
17	0	4	-2	1	0	13	6	-1.2	3	CN(c1ccccc1C(=O)N1CCCC1)S(C)(=O)=O
0	-1	10	-1	-2	-7	2	-1	1.0	2	Cc1cc(-c2nnc(SCC(=O)Nc3ccc(F)cc3F)n2N)n[nH]1
0	11	20	-2	-5	5	5	2	-1.9	3	Cc1ccc(CN(C)C(=O)C2CCC(=O)N(CCc3ccccc3)C2)o1 (centres undefined)
0	0	-7	-1	0	5	6	-5	0.9	11	COc1cccc(C(=O)NNC(=O)Cc2cccs2)c1
0	-1	-1	-6	7	-1	-1	-1	-0.9	3	Cc1c(NC(=S)NC(=O)c2ccccc2Br)c(=O)n(-c2ccccc2)n1C
16	-4	4	0	2	3	1	2	-1.6	-5	COc1ccc(CCNC(=O)CSc2nnnn2-c2ccccc2)cc1
-2	1	5	-2	5	6	0	0	2.1	0	O=C(NCc1ccccc1)c1ccccc1Br
-2	-1	9	-3	7	2	-6	5	-0.5	4	COc1ccc(CC(=O)Nc2c3c(nn2C(C)(C)C)CS(=O)C3)cc1 (centres undefined)
-1	-1	-6	5	-4	-14	4	0	2.1	1	O=C(Nc1nnc(-c2ccc(Cl)cc2)o1)C1CCCCC1
-4	33*	3	3	-4	7	4	0	-27	5	CN1/C(=C/C(=O)c2ccc(Cl)cc2)Sc2cc3c(cc21)OCO3
-2	6	7	2	0	-4	.	8	-1.5	-1	COc1ccc(NC(=O)c2cc(-c3ccc(C)o3)nc3ccccc23)c(OC)c1
-2	-4	2	5	3	0	-10	5	3.7	-3	Cc1ccc(NC(=O)CSc2nc3ccccc3nc2N2CCOCC2)c(C)c1
1	-1	8	2	-7	9	-7	-4	-1.0	8	Cc1ccc(S(=O)(=O)N2CCOCC2)cc1NC(=O)COC(=O)Cc1cccs1
4	2	-5	-1	7	-7	-4	-16	1.2	-3	Cn1cc(C(=O)Nc2ccc(Cl)c(Cl)c2)cn1
6	4	-12	-1	2	-30	.	-9	-0.6	-5	O=C(NCCC(F)(F)F)c1cccc2c(-c3ccc(F)c(F)c3)coc12
-2	-2	0	-3	9	1	0	5	1.0	7	COc1ccc(NC(=O)NN2CCN(C)CC2)cc1
6	8	13	12	5	-2	-3	6	-3.7	25*	C=CCn1c(C)cc(-c2csc(NC(=O)CCc3nc4ccccc4c(=O)[nH]3)n2)c1C

5 entries out of the list, arranged by length of the SMILES, smallest number first:
UHRF1 MBD2 ctr	PRMT1 FP inh	TDP2 inh	LEDGF integ inh	DDE Tn7 FP inh	ABHD4 inh	HTRA1 inhibitor	SIAE primary	PG9 Ab binder	TCR-CD3 inh	compound
4	2	-5	-1	7	-7	-4	-16	1.2	-3	Cn1cc(C(=O)Nc2ccc(Cl)c(Cl)c2)cn1
-1	-1	-6	5	-4	-14	4	0	2.1	1	O=C(Nc1nnc(-c2ccc(Cl)cc2)o1)C1CCCCC1
-2	-4	2	5	3	0	-10	5	3.7	-3	Cc1ccc(NC(=O)CSc2nc3ccccc3nc2N2CCOCC2)c(C)c1
-2	-1	9	-3	7	2	-6	5	-0.5	4	COc1ccc(CC(=O)Nc2c3c(nn2C(C)(C)C)CS(=O)C3)cc1 (centres undefined)
6	4	-12	-1	2	-30	.	-9	-0.6	-5	O=C(NCCC(F)(F)F)c1cccc2c(-c3ccc(F)c(F)c3)coc12

(continued)
UHRF1 MBD2 ctr	PRMT1 FP inh	TDP2 inh	LEDGF integ inh	DDE Tn7 FP inh	ABHD4 inh	HTRA1 inhibitor	SIAE primary	PG9 Ab binder	TCR-CD3 inh	compound
0	9	5	-1	-7	0	-5	-1	0.3	-11	C[C@H](NC(=O)[C@H]1N2C(=O)c3ccccc3C2SC1(C)C)C(=O)N1CCC[C@H]1C(=O)O (some centres undefined)
-3	-1	15	1	1	0	5	11	0.1	2	CC(C)CNC(=O)CC(=O)N/N=C/c1cccs1
0	-1	0	-1	-3	0	2	0	-1.6	0	O=C(NCc1cccnc1)C1CC(=O)N(C2CCCCC2)C1 (centres undefined)
1	-4	4	1	11	-4	8	1	-1.4	5	C=CCn1c(CCCNC(=O)CCC)nc2ccccc21
